HCMV antiviral = blocks human cytomegalovirus replication. HFF cells, HCMV-luciferase reporter, 72 h; active compounds read low. activity change, negative = inhibition, % at 57.5 µM. hit rate 4.5% among 410,000; in the data active = activity change below about -60%; inconclusive = no clear call, values can overlap the other calls; inactive = above about -39%
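Steps: HFFs plated, 16 h 37C; compounds added; HCMV-luciferase added to MOI 1 PFU/cell; 72 h 37C; OneGlo reagent, 5 min room temperature; luminescence read, normalized to controls.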
AmpC inh detg = inhibitors of E. coli AmpC beta-lactamase with detergent | AmpC hydrolysis of nitrocefin, absorbance 480 nm, 0.01% Triton | Potency, µM (doses to about 114 µM), without a hit: top-dose activity change, negative = inhibition, most hits filed as inhibitors | AID 485294 | hit rate 0.041% among 370,000;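 note: potency is the fitted concentration of half-maximal effect; 0% = no-compound wells and -100% = no-enzyme wells; nearly all actives have a fitted effect of over 25% in size; some results filed as inactive show a strong effect at the top dose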
Target sequence (P00811 whole entry, looked up): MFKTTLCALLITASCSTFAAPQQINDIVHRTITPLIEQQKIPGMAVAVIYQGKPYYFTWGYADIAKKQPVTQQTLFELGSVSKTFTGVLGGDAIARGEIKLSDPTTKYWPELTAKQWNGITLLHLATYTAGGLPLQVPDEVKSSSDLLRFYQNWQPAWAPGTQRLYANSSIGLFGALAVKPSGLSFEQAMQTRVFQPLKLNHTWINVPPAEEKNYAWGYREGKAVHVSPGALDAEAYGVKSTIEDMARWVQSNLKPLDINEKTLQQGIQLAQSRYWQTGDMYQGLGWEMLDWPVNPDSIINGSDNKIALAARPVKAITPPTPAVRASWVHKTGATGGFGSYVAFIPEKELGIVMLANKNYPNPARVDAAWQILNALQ
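AmpC (5.3 nM in the dispensed reagent) in 20 mM phosphate pH 7.0 with 0.01% (detergent screen) or 0.0001% Triton X-100 was preincubated with compounds for 15 min at room temperature. Nitrocefin was then added from an 800 uM solution, and hydrolysis was followed at 480 nm.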
HCV inhibitor = blocks hepatitis C virus; Huh7.5.1 HCVcc-Cre infection, luciferase reporter, 44 h; Potency, µM (top dose mostly 41.8 µM), inactives show top-dose activity change, negative = inhibition, most hits filed as inhibitors; hit rate 3.4% among 340,000; note: potency is the fitted concentration of half-maximal effect
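Antiviral activity was scored by luciferase reporter output from cells infected with HCVcc-Cre (~0.5 moi) in presence of compound, 44 h infection period, cells seeded 1,000/well 4 h prior.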
AMA1-RON2 inh = AMA1-RON2 (P. falciparum) interaction inhibition; AlphaScreen AMA1-biotinylated RON2 peptide binding; Potency, µM (highest dose often 58.2 µM), for inactives: top-dose activity change, negative = inhibition, hits mostly inhibitors; hit rate 0.2% among 360,000; AID 720542;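 note: potency is the fitted concentration of half-maximal effect; 0% = vehicle wells and -100% = peptide control; nearly all actives have a fitted effect of over 45% in size; some results filed as inactive show a strong effect at the top dose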
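AMA1 (3D7) with his tag at 25 nM final met compounds first, then biotinylated RON2 peptide at 25 nM; detection used donor plus acceptor beads, 10 µg/mL apiece, read by AlphaScreen after 30 min at room temperature.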
Giardia FBPA inh = inhibitors of Giardia lamblia fructose-1,6-bisphosphate aldolase; A8B2U2; purified Giardia FBPA; Potency, µM (titrated, usually from 59.6 µM), without a hit: top-dose activity, negative = inhibition, actives largely listed as inhibitors; hit rate 0.71% among 290,000; AID 2451; note: potency is the fitted concentration of half-maximal effect; nearly all actives have a fitted effect of over 55% in size
Target sequence (A8B2U2 whole entry, looked up): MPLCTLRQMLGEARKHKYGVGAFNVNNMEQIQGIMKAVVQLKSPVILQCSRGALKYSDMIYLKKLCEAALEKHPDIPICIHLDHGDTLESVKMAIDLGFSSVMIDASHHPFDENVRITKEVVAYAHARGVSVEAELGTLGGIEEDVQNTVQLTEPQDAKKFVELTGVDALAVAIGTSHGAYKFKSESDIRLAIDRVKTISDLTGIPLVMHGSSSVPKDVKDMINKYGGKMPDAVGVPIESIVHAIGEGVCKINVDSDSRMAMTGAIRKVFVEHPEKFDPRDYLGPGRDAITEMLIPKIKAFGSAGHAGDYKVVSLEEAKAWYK
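Giardia FBPA (40 nM reagent) was preincubated 10 min at RT with compound (up to 57.5 uM final), then substrate plus GAPDH/TPI/NAD/arsenate coupling system with diaphorase/resazurin was added; resorufin fluorescence (525/598 nm) was read after 20 min.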
Sm TGR block = blocks Schistosoma mansoni thioredoxin glutathione reductase; Potency, µM (highest dose often 114 µM), without a hit: at the highest dose activity change, negative = inhibition, actives largely listed as inhibitors; AID 485364; hit rate 3% among 360,000; purified TGR, DTNB reduction, TNB absorbance 405 nm; note: potency is the fitted concentration of half-maximal effect; nearly all actives have a fitted effect of over 60% in size
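First, TGR (20 nM dispensed) and NADPH were mixed with compound. Second, a 15 min room-temperature incubation followed. Third, further NADPH and then DTNB were added to start the reaction. Finally, TNB absorbance was monitored kinetically.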
Numbers without * were called inactive; ? = inconclusive; nt = no result given; & = joins results of further samples; [ ] = dose if it differs, or a comment. Unless noted, calls come from the whole dose curve; as a rule, active = well fitted curve in the direction sought with a large enough effect; inconclusive = small, poorly fitted or top-dose-only effect, or another doubt; inactive = no such curve, though single readings can be large; an effect the other way counts as inactive or inconclusive. Unless noted, % is set by controls: 0 for no effect and ±100 for the full control effect.

canonical_smiles,HCMV antiviral,AmpC inh detg,HCV inhibitor,AMA1-RON2 inh,Giardia FBPA inh,Sm TGR block
CCSc1nc(=S)n(-c2ccccc2)c(C)c1C(C)=O,17,-11%,-5%,-12%,4%,11%
Cc1ccc(-c2c(C(=O)N/N=C/c3cccs3)nnn2-c2nonc2N)cc1,nt,-7%,0%,24%,nt,-5%
Cc1ccc(Cl)cc1NC(=O)c1ccccc1OCC(=O)N1CCOCC1,?,2%,-1%,14%,nt,-1%
O=C(COC(=O)c1cc(=O)c2ccccc2o1)Nc1c(F)c(F)c(F)c(F)c1F,26,?,1%,-3%,nt,0%
O=C(c1ccncc1)N(Cc1ccccc1)Cc1nc2ccccc2c(=O)[nH]1,84,?,8%,65%[activator],-2%,4%
N#Cc1ccc(N)cc1OCCCN1CCCCC1,-15,nt,-10%,5%,nt,nt
Cc1cc(C)cc(C(=O)Nc2ccc3[nH]c(=O)[nH]c3c2)c1,-9,3%,12%,-5%,5%,-2%
CN(C)c1ccc(CNC(=O)C2CCN(S(=O)(=O)c3cn(C)cn3)CC2)cc1,-23,15%,nt,nt,nt,-2%
O=C(NCC1CCCO1)c1cc2c([nH]c3ccccc32)c(-c2ccc(F)cc2)n1 (configuration not stated),-37,-2%,1.6µM*,-2%,-10%,15%
CCOC(=O)CCn1cnc2onc(-c3ccccc3Cl)c2c1=O,1,14%,nt,nt,nt,-3%
CCOC(=O)c1ccccc1NC(=O)COC(=O)c1ccc(C)c(S(=O)(=O)N2CCOCC2)c1,2,-16%,9%,4%,0%,2%
CC(Cc1ccccc1)N/C=C1/CC(=O)NC1=O (configuration not stated),-25,-10%,0%,0%,-1%,-22%
Cc1ccccc1CNC(=O)CCC(=O)N1Cc2ccccc2Oc2ncccc21,0,-1%,21%,0%,nt,-11%
O=C(c1ccc([N+](=O)[O-])cc1)n1nc(-c2ccccc2)nc1NCc1ccc(F)cc1,28,?,18%,-4%[11.6 µM],0%,0%
CN1C(=O)N(C)C(NC(=O)Nc2ccccc2)C1NC(=O)Nc1ccccc1 (configuration not stated),-28,-3%,0%,-6%,-1%,7%
O=C(O)/C=C/C(=O)NCC1CCC(CNC(=O)/C=C/C(=O)O)CC1 (configuration not stated),-1,4%,2%,36%,-9%,?
COc1ccccc1CNC(=O)CNC(=O)[C@@H]1Cc2ccccc2CN1,40,-1%,8%,20%,nt,1%
CC1Cc2ccccc2N1C(=S)NC(=O)C1(C)CC1(Cl)Cl (configuration not stated),-17,6%,6%,32%[activator],-23%,56%[activator]
CCN(CC)CC(=O)Nc1cccc2c1C(=O)c1ccccc1C2=O,9,3%,-23%,-7%,-8%,-3%
O=C(NCC1CCCO1)C1CCN(C2CCN(CCCC3CCCC3)CC2)CC1 (configuration not stated),5,4%,10µM*,6%,4%,-32%
CCn1c2ccccc2c2nnc(NN)nc21,-1,-7%,-5%,68%[activator],-22%,-4%
COc1ccc(C)cc1S(=O)(=O)N1CCN(C(=O)c2ncoc2-c2ccccc2F)CC1,-14,-13%,-13%,-14%,3%,0%
COC(=O)c1cc(Cc2ccc(N)c(C(=O)OC)c2)ccc1N,37,-5%,-29%,-2%,-15%,-3%[11.4 µM]
N/C(=N\N=C\c1ccc(Br)o1)c1nonc1N,56,-4%,7%,8%,1%,40µM*
CC1=C(c2ccc(C(C)C)cc2)S(=O)(=O)N=C1N1CCN(C(=O)c2ccco2)CC1,-21,-1%,-8%,2%,nt,?
COc1ccccc1CN(C)C(=O)c1cc(C)nc2ccccc12,-15,0%,1%,8%,1%,-2%
COc1ccc(CNC(=O)[C@H](Cc2ccccc2)NC(=O)C2CCN(C(=O)[C@H](C)N)CC2)cc1,-19,-11%,5%,0%,-20%,-35%
Cc1cc(=O)[nH]c(SCC(=O)N2CCN(c3ccccc3)CC2)n1,3,2%,nt,nt,nt,3%
CC(=O)c1c(N2CCN(Cc3ccccc3)CC2)nc(=S)n(Cc2ccccc2)c1C,?,2%,?,?,-2%,-11%
O=C(Nc1ccc(F)cc1)C1CCCN(c2ncnc3c2nc2n3CCCCC2)C1 (configuration not stated),?,2%,nt,nt,nt,-1%
CCc1ccc(NC(=O)C2CCCCC2C(=O)O)cc1 (configuration not stated),42,-3%,24%,2%,1%,0%
Cc1c(-c2ccccc2)c(=O)oc2ccc(OC(=O)N3CCOCC3)cc12,50,2%,nt,nt,nt,2%
O=C(NCCC1=CCCCC1)C1CCC(CNS(=O)(=O)c2ccccc2)CC1 (configuration not stated),27,?,-27%,2%,3%,-6%
COc1ccccc1C(=O)N(Cc1ccc(Cl)cc1)C1CCS(=O)(=O)C1 (configuration not stated),-31,6%,11%,3%,nt,-6%
Cc1cc(C(=O)N2CCN(c3ncccn3)CC2)cs1,3,-7%,17%,1%,8%,30%
Cc1ccc2oc(=O)n(Cc3ccccc3OC(C)C)c2c1,-19,1%,-1%,16%,23%,2%
CCN1CCN(c2nc(N)c([N+](=O)[O-])c(Nc3cccc(C)c3)n2)CC1,-23,3%,-18%,-1%,7%,2%
CCC(CC)C(=O)N=C1SC2CS(=O)(=O)CC2N1CCc1ccc(OC)c(OC)c1 (configuration not stated),52,3%,23%,-17%,-1%,1%
C/C(=N\NC(=O)c1c(Cl)cnn1C)c1ccc(NC(=O)c2ccc(Br)o2)cc1,-28,?,-21%,75%[activator],nt,-9%
Cc1ccc(Cl)cc1NC(=O)COC(=O)c1ccc(CN2CCCC2=O)cc1,25,?,0%,10%,nt,-5%
COc1ccc2c(c1)[C@@H]1[C@H](CO2)[C@H](c2ccccc2)[C@]2(C)C(=O)Nc3ccc(C)cc3C(=O)N12,nt,-11%,-6%,-27%,nt,-6%
CCOc1ccc(N(c2nc(-c3ccc(OC)c(OC)c3)no2)c2nc(-c3ccc(OC)c(OC)c3)no2)cc1,-13,-1%,nt,nt,nt,-5%
CC(=O)c1ccc(NS(=O)(=O)c2cc(-c3cnc(C4CC4)o3)ccc2C)cc1,-5&-6,2%&8%,-1%,-6%,nt,7%&-8%
Cc1cc(N2CCCC2)nc(N2C3CCC2CC(O)(c2ccc(F)cc2)C3)n1 (configuration not stated),nt,-8%,nt,nt,4%,27%
O=C(OCC(=O)N(CCc1ccccc1)Cc1ccccc1)c1ccccc1[N+](=O)[O-],-40,-16%,3%,-18%,nt,2%
COc1ccc(C(=O)N2CCC(C(=O)Nc3ccccc3Cl)CC2)cc1,3,4%,nt,nt,nt,2%
O=C(C1CCCN(S(=O)(=O)c2cc(Cl)ccc2Cl)C1)N1CCCCCC1 (configuration not stated),-31,0%,?,8%,nt,10%
O=C(Nc1ccc(OC(F)F)cc1)c1ncc(Cl)c(Cl)c1Cl,?,0%,1%,-8%,0%,6%
CCOc1cccc(C(=O)Nc2cc(C)ccc2NC(=O)c2ccco2)c1,-8,-10%,?,-9%,7%,0%
COC(=O)CCN(C(C)=O)c1ccc(N)cc1,-10,0%,2%,17%,-6%,-5%
NC(Cc1ccccc1)c1nc(-c2ccccc2)no1 (configuration not stated),-22,5%,4%,30%,-1%,3%
COC(=O)c1ccc(COC(=O)CNC(=O)c2cccs2)cc1,-3,3%,17%,7%,nt,6%
CN1CCC(N(C)S(=O)(=O)c2ccc(NC(=O)c3ccc(S(=O)(=O)N(C)C)cc3)cc2)CC1,-24,nt,?,-2%,nt,nt
O=C(Cn1c(=O)n(Cc2ccco2)c(=O)c2ccccc21)Nc1cccc(Cl)c1,-37,?,?,2%,3%,-22%
Cc1cccc(CN2CCN(C(=O)CCl)CC2)c1,-34,1%,?,27%,-15%,35µM*
Cc1ccc(N(C(=O)c2snc(C(N)=O)c2N)C(C(=O)NCC2CCCO2)c2ccc3ncccc3c2)cc1 (configuration not stated),-20,?,-22%,6%,-1%,-9%
CCOc1cc(S(=O)(=O)NCc2ccc(OC)cc2)c(OCC)cc1-n1cnnn1,-7,?,16%,1%,-4%,-5%
COc1ccc(N2Cc3cccc(C(=O)Nc4ccc(C(C)C)cc4)c3C2=O)cc1,34,0%,nt,nt,nt,-13%
O=c1/c(=C/c2ccccn2)sc2n1CN(c1ccccc1)CN=2,91,?,3%,-9%,-7%,0%
CCOC(=O)C1CCCCN1Cc1ccc(OC)c(OC)c1OC (configuration not stated),35,-4%,12%,-13%,-22%,-1%

A draw from above in order of number of heavy atoms, highest first:
canonical_smiles,HCMV antiviral,AmpC inh detg,HCV inhibitor,AMA1-RON2 inh,Giardia FBPA inh,Sm TGR block
CCOc1ccc(N(c2nc(-c3ccc(OC)c(OC)c3)no2)c2nc(-c3ccc(OC)c(OC)c3)no2)cc1,-13,-1%,nt,nt,nt,-5%
CCN1CCN(c2nc(N)c([N+](=O)[O-])c(Nc3cccc(C)c3)n2)CC1,-23,3%,-18%,-1%,7%,2%
COC(=O)c1ccc(COC(=O)CNC(=O)c2cccs2)cc1,-3,3%,17%,7%,nt,6%
CCc1ccc(NC(=O)C2CCCCC2C(=O)O)cc1 (configuration not stated),42,-3%,24%,2%,1%,0%

Next part:
canonical_smiles,HCMV antiviral,AmpC inh detg,HCV inhibitor,AMA1-RON2 inh,Giardia FBPA inh,Sm TGR block
COc1cccc(/C(O)=C2/C(=O)C(=O)N(Cc3cccnc3)C2c2ccco2)c1 (configuration not stated),22,-6%,11%,-4%,-2%,?
Cc1ccc2c(C)cccc2c1,16,nt,?,8%,nt,nt
CC(NC(=O)Nc1nccs1)(C(F)(F)F)C(F)(F)F,-18,?,16%,0%,-1%,-23%
CC(C)(C)c1ccc(OCC(=O)NNC(=O)CCc2ccccc2)cc1,63,-1%,6%,107%[activator],3%,-30%
CCN(c1ccc(OC)cc1)S(=O)(=O)c1ccc2c(c1)NC(=O)CS2,0,1%,-14%,7%,nt,-14%
COc1cccc(CNC(=O)C2CCN(S(=O)(=O)N3CC(C)CC(C)C3)CC2)c1 (configuration not stated),-20,-1%,-28%,9%,6%,0%
CCc1nnc(SCC(=O)N2CCc3ccccc32)n1CC,6,3%,3%,-3%,nt,-26%
Cc1nn(Cc2ccccc2)c(Cl)c1C(=O)Nc1ccc(OC(F)(F)F)cc1,-69*,-7%,-28%,19%,0%,-2%
CCn1c(SCC(=O)O)nnc1-c1cccnc1,-13,9%,19%,-20%,0%,13%
CC1=NN2C(=N)/C(=C\c3cc(C)n(-c4ccccc4)c3C)C(=O)N=C2S1,-17,-4%,-25%,3%,-6%,9%
Cc1ccc(S(=O)(=O)N2CCOCC2)cc1NC(=O)COc1ccc(-c2nnco2)cc1,9,-1%,0%,2%,-1%,3%
O=C(CCCOc1ccccc1)Nc1cc(S(=O)(=O)N2CCOCC2)ccc1N1CCOCC1,-15,-4%,-12%,8%,nt,7%
CCc1cccc(N=c2c([N+](=O)[O-])nn(-c3ccc(Cl)cc3)n2O)c1,73,-7%,?,?,-20%,10%

Bioassay records (PubChem BioAssay)

Compounds as they come; overall some 9.3% were active at least once.
